Source: PubChem (several laboratories)
NPY-Y1 antag: antagonists of human neuropeptide Y receptor Y1; P25929; HEK293-CNG Y1 cells, membrane potential fluorescence; NPY at EC95, then isoproterenol; inhibition, % at 3.6 µM; actives 1% (n = 200,000); AID 1040;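 active = inhibition above the campaign mean inhibition of all tested compounds plus 3 SD, cut at about 20% in these data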;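 note: 0% = DMSO wells given NPY plus isoproterenol and 100% = isoproterenol alone without NPY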
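Test system – HEK293 Y1/CNG channel cell line · Also added – NPY agonist 25 nM, then isoproterenol 1 µM plus Ro 20-1724 25 µM · Compound dosing – one concentration, 3.6 µM, in 0.4% DMSO · Schedule – compound incubation 1 h at room temperature, readout 45 min post-stimulation · Technique – fluorescence, membrane potential probe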
BaF3 tox: reduces parental Ba/F3 cell viability, JAK2V617F counter-screen; CellTiter-Glo ATP luminescence; inhibition, % at 5.6 µM; actives 1.1% (n = 220,000); AID 1486;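 active = inhibition above a per-campaign cutoff, the mean inhibition of all tested compounds plus 3 SD, cut at about 27% in these data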;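 note: 0% = DMSO wells and 100% = JAK Inhibitor I control wells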
NPY1 pot ag: potentiates or activates human NPY-Y1 receptor | activation, % at 3.6 µM | NPY-Y1 expressing cells, potentiator/agonist activation | actives 0.37% (n = 220,000); in the data active = activation above about 33%, passing the limit was not always enough;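 note: cells stimulated with NPY at EC10 then isoproterenol at EC100; 0% = low agonist plus stimulus and 100% = saturating agonist plus stimulus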
Ba/F3 V617F tox: lowers viability of Ba/F3 cells expressing EpoR and JAK2V617F; ATP luminescence; inhibition, % at 5.6 µM; actives 1.1% (n = 220,000);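 active = inhibition above the campaign mean plus 3 SD over all tested compounds, cut at about 24% in these data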;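 note: cytokine-independent growth of Ba/F3 cells driven by EpoR plus mutant JAK2; 0% = DMSO-treated cells and 100% = JAK inhibitor I control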
RBBP9 inhibitor: inhibitors of human serine hydrolase RBBP9. recombinant RBBP9, FP-Rh probe fluorescence polarization. inhibition, % at 7.94 µM. actives 0.2% (n = 220,000);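 active = inhibition above the campaign mean of all tested compounds plus 3 SD, cut at about 14% in these data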;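 note: plate controls were DMSO wells with RBBP9 for no effect and wells lacking RBBP9 protein for full effect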
Target sequence (O75884 whole entry, looked up): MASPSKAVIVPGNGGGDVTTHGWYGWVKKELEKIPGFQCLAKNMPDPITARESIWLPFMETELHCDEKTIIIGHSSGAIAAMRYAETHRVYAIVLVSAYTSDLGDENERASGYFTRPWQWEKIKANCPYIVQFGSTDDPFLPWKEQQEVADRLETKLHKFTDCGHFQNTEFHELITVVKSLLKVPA
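Test system – recombinant human RBBP9 · Input – RBBP9 2.5 µM in dispensing solution, pre-mixing · Medium – Tris buffer pH 8.0, NaCl, Pluronic · Schedule – preincubation 30 min plus labeling 45 min at 25 °C · Measured by – fluorescence polarization · Measure – % inhibition · Controls – DMSO and no-protein wells · Replicates – one well per compound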
S1P4 ag: human S1P4 receptor agonism; actives 0.35% (n = 220,000); S1P4-expressing cell line, agonist reporter assay; activation, % at 4.98 µM; O95977; in the data active = activation above about 11%;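 note: 0% = DMSO vehicle and 100% = reference agonist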
Target sequence (O95977 whole entry, looked up): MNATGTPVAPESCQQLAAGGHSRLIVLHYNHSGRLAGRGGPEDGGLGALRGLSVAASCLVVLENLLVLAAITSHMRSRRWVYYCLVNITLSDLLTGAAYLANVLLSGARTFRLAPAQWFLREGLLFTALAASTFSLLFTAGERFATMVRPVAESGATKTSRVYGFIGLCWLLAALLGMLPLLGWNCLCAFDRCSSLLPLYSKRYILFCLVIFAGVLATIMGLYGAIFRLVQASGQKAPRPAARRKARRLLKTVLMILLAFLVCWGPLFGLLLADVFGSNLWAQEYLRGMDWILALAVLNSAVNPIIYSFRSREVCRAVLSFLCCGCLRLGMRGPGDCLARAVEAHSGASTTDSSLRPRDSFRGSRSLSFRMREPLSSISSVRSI
NPY2 pot ag: potentiators or agonists of human neuropeptide Y receptor Y2. P49146. cells expressing NPY-Y2, potentiator/agonist read-out. activation, % at 3.6 µM. actives 0.45% (n = 220,000). AID 1359; in the data active = activation above about 27%;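 note: cells stimulated with NPY near EC25 plus isoproterenol at EC100; 0% = vehicle plus submaximal agonist and 100% = vehicle plus saturating agonist; some results beyond the cut were filed as inactive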
Target sequence (P49146 whole entry, looked up): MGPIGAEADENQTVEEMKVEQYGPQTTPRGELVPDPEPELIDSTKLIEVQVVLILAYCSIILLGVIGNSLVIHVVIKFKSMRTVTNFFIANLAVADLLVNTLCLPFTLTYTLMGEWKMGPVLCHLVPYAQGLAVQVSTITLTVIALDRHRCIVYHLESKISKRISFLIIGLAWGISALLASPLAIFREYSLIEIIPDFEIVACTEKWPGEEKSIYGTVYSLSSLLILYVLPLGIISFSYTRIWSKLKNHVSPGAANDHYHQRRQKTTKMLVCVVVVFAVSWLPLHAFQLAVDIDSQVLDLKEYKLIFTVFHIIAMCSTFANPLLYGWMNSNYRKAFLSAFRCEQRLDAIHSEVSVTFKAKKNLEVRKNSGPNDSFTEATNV
S1P4 antag: blocks the human S1P4 receptor. S1P4-expressing cells, antagonist mode, reporter read-out. actives 0.26% (n = 220,000). inhibition, % at 4.98 µM; in the data active = inhibition above about 29%;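 note: 0% = wells stimulated with agonist and 100% = vehicle wells without agonist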
Runt-CBFb FRET: blocks binding of human RUNX1 Runt domain to CBFb; Q01196+Q13951; Cerulean-Runt/Venus-CBFb FRET ratio 530/480, 1 h; inhibition, % at 20 µM; actives 0.46% (n = 220,000);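 active = inhibition over about 50% at 20 µM in the single-dose screen, limit read from the data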;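 note: 0% = DMSO wells and 100% = excess unlabeled CBFb competitor control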
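Doses: 20 µM compound in 1% DMSO | Material: Cerulean-labeled Runt domain protein | Amount: Each fluorescent fusion protein 100 nM | Schedule: Two 1 h room-temperature incubations shielded from light | Measured by: FRET fluorescence | Evaluation: Loss of energy transfer signal | Controls: Unlabeled CBFb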
* hit, by the source's call; · = not tested or not shown.

SMILES | NPY-Y1 antag | BaF3 tox | NPY1 pot ag | Ba/F3 V617F tox | RBBP9 inhibitor | S1P4 ag | NPY2 pot ag | S1P4 antag | Runt-CBFb FRET
Cc1nnc(SCC(=O)NC2CCCCC2)n1C1CCCCC1 | 5 | 2 | 13 | 0 | -2 | 0.2 | 2 | -6 | 0
Cc1c(Br)c([N+](=O)[O-])nn1CC(=O)Nc1cccc2nonc12 | 2 | 1 | 1 | -2 | -6 | 1.1 | -2 | -21 | 0
COc1ccccc1NC(=O)CCC(=O)O | 0 | 5 | -7 | 4 | 13 | 0.7 | -9 | 1 | 1
Cc1cc(C)n2nc(C(=O)NCc3ccccc3)nc2n1 | 4 | -1 | -6 | -2 | 3 | 1.9 | 7 | -6 | 0
CCOC(=O)N1CCN(c2c(NCc3ccccn3)c(=O)c2=O)CC1 | 3 | 8 | -10 | 4 | -4 | -0.8 | -7 | 12 | 1
O=C(/C=C/c1ccc(S(=O)(=O)N2CCOCC2)cc1)NC(=S)NCCCn1ccnc1 | 12 | 6 | -1 | 2 | 0 | 0.2 | 3 | -31 | 2
CCN1CCN(CCC(=O)Nc2ccccc2OC)CC1 | -5 | 1 | 9 | 1 | -7 | 2.9 | 9 | -7 | -2
Cc1cc(Br)ccc1NC(=O)c1ccccc1-c1ccccc1 | 13 | 10 | -49 | 5 | -10 | 0.9 | -9 | 1 | 1
O=C(NC1CCCCC1)C(c1cccnc1)N(C(=O)c1ccc(Cl)nc1)C1CCCCC1 (configuration not stated) | 3 | 6 | 14 | -1 | -2 | 5.5 | 6 | -19 | -1
Cn1c(-c2ccc(F)cc2)cnc1SCC(=O)N1CCCc2ccccc21 | 0 | 2 | -8 | -4 | -2 | -0.2 | 7 | -16 | -1
O=S(=O)(Cc1ccccc1)N1CCN(Cc2ccccc2)CC1 | 4 | 6 | -23 | 2 | -6 | -2.5 | -5 | -17 | -1
CCc1ccc2[nH]c(=O)c(CN(CCCO)C(=O)NCc3ccccc3)cc2c1 | 3 | 5 | -22 | 2 | -12 | 0.0 | 3 | -8 | -3
COc1ccccc1OCc1ccc(C(=O)NCc2cccnc2)o1 | -1 | 5 | -6 | -2 | -5 | 0.4 | -5 | -21 | 1
O=S(=O)(c1ccc(N2CCC(c3ccc(Cl)cc3)=N2)cc1)N(CCO)CCO | -3 | 7 | 17 | -1 | 1 | 21* | 15 | -22 | 48
CCC(C)Nc1nc(OCC(F)(F)F)nc(OCC(F)(F)F)n1 (configuration not stated) | 3 | 2 | 8 | -4 | 9 | 3.1 | 0 | -35 | -48
C=CCNc1nc(C)c(C(C)=O)cc1C#N | 6 | 4 | -9 | -3 | -3 | -4.6 | 0 | 5 | 2
O=C(CCn1c(=O)c2ccccc2n(Cc2cccc([N+](=O)[O-])c2)c1=O)N1CCc2ccccc2C1 | 2 | 1 | -5 | -4 | -4 | 1.0 | -13 | -24 | -2
Cc1cc(NCCN2CCOCC2)n2nc(C)c(-c3ccc(Cl)cc3)c2n1 | -4 | 2 | 19 | -2 | -9 | -1.0 | -5 | 0 | -3
Cc1ccc(-n2c(C)cc(C(=O)CN3C(=O)C(=O)N(C4CCCC4)C3=O)c2C)cc1 | -2 | 2 | -17 | -3 | -3 | 0.8 | -3 | -21 | 0
CCc1cc(C(=O)COc2ccc(F)cc2)c(O)cc1O | 3 | 7 | -7 | 0 | -7 | -0.5 | 5 | -6 | -1
COc1ccc(N2CCN(C(c3cccs3)c3nnnn3C3CCCC3)CC2)cc1 (configuration not stated) | 5 | 4 | -27 | -2 | 5 | -1.6 | -1 | 0 | 3
O=C(c1cccc(C(F)(F)F)c1)c1c[nH]c(C(=O)NCC2CCCO2)c1 (configuration not stated) | 1 | 9 | -3 | 1 | -3 | -0.1 | 2 | 2 | -2
CCOc1c(C)cc2[nH]c(CCC(=O)O)nc2c1C | -1 | 6 | -8 | 3 | -10 | -0.5 | 14 | -15 | -6
CCN=C(NCC)SC1CC(=O)N(c2ccc(F)cc2)C1=O (configuration not stated) | 5 | 4 | -7 | 5 | -13 | 1.1 | -1 | -22 | 1
CN(c1ccccc1C(=O)Nc1ccc(S(=O)(=O)N2CCCCC2)cc1)S(C)(=O)=O | -2 | 2 | -8 | -1 | -7 | 0.6 | -8 | -5 | 2

Some values from the results shown.
In S1P4 antag, `Cc1cc(NCCN2CCOCC2)n2nc(C)c(-c3ccc(Cl)cc3)c2n1` reads 0
In S1P4 antag, `C=CCNc1nc(C)c(C(C)=O)cc1C#N` reads 5

S1P4 ag: hit marks shown above.
SMILES	NPY-Y1 antag	NPY1 pot ag	RBBP9 inhibitor	S1P4 ag	NPY2 pot ag	S1P4 antag	Runt-CBFb FRET
O=S(=O)(c1ccc(N2CCC(c3ccc(Cl)cc3)=N2)cc1)N(CCO)CCO	-3	17	1	21*	15	-22	48

The main list resumes, starting four compounds before the break.
SMILES | NPY-Y1 antag | BaF3 tox | NPY1 pot ag | Ba/F3 V617F tox | RBBP9 inhibitor | S1P4 ag | NPY2 pot ag | S1P4 antag | Runt-CBFb FRET
O=C(c1cccc(C(F)(F)F)c1)c1c[nH]c(C(=O)NCC2CCCO2)c1 (configuration not stated) | 1 | 9 | -3 | 1 | -3 | -0.1 | 2 | 2 | -2
CCOc1c(C)cc2[nH]c(CCC(=O)O)nc2c1C | -1 | 6 | -8 | 3 | -10 | -0.5 | 14 | -15 | -6
CCN=C(NCC)SC1CC(=O)N(c2ccc(F)cc2)C1=O (configuration not stated) | 5 | 4 | -7 | 5 | -13 | 1.1 | -1 | -22 | 1
CN(c1ccccc1C(=O)Nc1ccc(S(=O)(=O)N2CCCCC2)cc1)S(C)(=O)=O | -2 | 2 | -8 | -1 | -7 | 0.6 | -8 | -5 | 2
S=C(NCc1ccco1)Nc1ccc(Cl)cc1 | 0 | 0 | -9 | 0 | -5 | 0.0 | 2 | -24 | 25
Cc1ccc(Cn2ccc(NC(=O)c3cc(-c4ccc5c(c4)OCO5)on3)n2)cc1 | 5 | 3 | -8 | 0 | -1 | 1.2 | -26 | 8 | 4
OC(COCc1ccccc1)CN1CCc2ccccc2C1 (configuration not stated) | 9 | 4 | 1 | -1 | -2 | -0.5 | 7 | -1 | 2
COc1cc(C(=O)NCCCn2ccnc2)cc(OC)c1OC | 6 | 0 | -8 | 0 | 14* | -1.0 | -16 | -2 | 0
CCN(CC)C1=NS(=O)(=O)c2cc([N+](=O)[O-])ccc21 | 3 | 9 | 16 | 3 | 1 | -1.5 | -5 | -6 | 0
Cc1ccc(Nc2nc(NCC3CCCO3)nc(N)c2[N+](=O)[O-])cc1 (configuration not stated) | 7 | 8 | 12 | 1 | -3 | -0.8 | -12 | -20 | -2
CCn1cc(C(=O)N2CCc3ccccc32)c(=O)c2cc(S(=O)(=O)N3CC(C)CC(C)C3)ccc21 (configuration not stated) | -6 | 6 | -1 | -1 | -11 | 1.5 | 3 | 7 | -9
COCCNC(=O)C(c1ccc(C)o1)N(Cc1ccc(OC)cc1)C(=O)Cn1nnc2ccccc21 (configuration not stated) | -6 | 4 | 3 | 5 | -8 | 1.4 | 0 | -22 | -2
CC(=O)Nc1ccc(Oc2ccc([N+](=O)[O-])cc2Cl)cc1 | -4 | 5 | 2 | 4 | -3 | 3.2 | 6 | 0 | 0
O=c1[nH]c(Cc2ccccn2)nc2scc(-c3ccccc3Cl)c12 | -1 | 2 | 8 | 1 | -6 | -0.1 | -10 | 4 | -1
COc1ccc(C=C2C(=O)OC(C)(C)OC2=O)cc1OC | · | 2 | 10 | -3 | -9 | 0.3 | -4 | -4 | 1
Nc1cnn(Cc2ccc(F)cc2)c1 | -1 | 1 | 10 | 3 | -1 | 0.8 | 8 | 6 | -1
CCc1cccc(NC(=S)N(CCN(C)C)C(C)c2ccncc2)c1 (configuration not stated) | · | -5 | -3 | 2 | -6 | 0.7 | -8 | -12 | 3
CC(C)Nc1ncnc2c1cnn2-c1ccccc1 | 3 | 1 | 5 | -1 | -4 | 0.9 | 4 | -11 | ·
O=C(N/N=C/c1ccc(N2CCOCC2)cc1)C1COc2ccccc2O1 (configuration not stated) | -4 | -3 | 4 | -2 | 6 | -0.1 | 15 | -1 | -1
Cn1cc([N+](=O)[O-])c(C(=O)Nc2ccc(C3CCCCC3)cc2)n1 | -10 | 2 | 37* | 0 | -7 | 0.9 | 22 | -11 | 0
COc1ccc(CNC(=O)c2ccc(-c3ccccc3)cc2)cc1OC | 6 | 4 | -45 | -1 | -4 | -0.8 | -10 | 0 | 5
CC(C)Oc1ccc(C(=O)NNC(=O)c2ccccc2C(=O)O)cc1 | 7 | 5 | -7 | 0 | -3 | -0.3 | -18 | -18 | 0
CCC/S(C)=N/S(=O)(=O)c1ccc(C)cc1 (configuration not stated) | 2 | 5 | -11 | 0 | -9 | 0.9 | 7 | -8 | 0

Ordered by length of the SMILES (descending): part of the list above.
SMILES | NPY-Y1 antag | BaF3 tox | NPY1 pot ag | Ba/F3 V617F tox | RBBP9 inhibitor | S1P4 ag | NPY2 pot ag | S1P4 antag | Runt-CBFb FRET
Cn1cc([N+](=O)[O-])c(C(=O)Nc2ccc(C3CCCCC3)cc2)n1 | -10 | 2 | 37* | 0 | -7 | 0.9 | 22 | -11 | 0
O=c1[nH]c(Cc2ccccn2)nc2scc(-c3ccccc3Cl)c12 | -1 | 2 | 8 | 1 | -6 | -0.1 | -10 | 4 | -1
OC(COCc1ccccc1)CN1CCc2ccccc2C1 (configuration not stated) | 9 | 4 | 1 | -1 | -2 | -0.5 | 7 | -1 | 2
